Screening data (PubChem BioAssay)
SK-BR-3 tox 24h = SK-BR-3 proliferation inhibitors; SK-BR-3 viability, CellTiter-Glo ATP luminescence, 24 h; stronger effect = lower value; 0.47% of 41,000 active; viability, % at 10 µM;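 active means viability at or below the median of all test compounds minus 3 SD, in both replicates if run twice, cut at about 45% in these data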;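 further: 100% = median untreated cell wells and 0% = median positive control drug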
Numbers without * were called inactive.

SMILES	SK-BR-3 tox 24h
O=C1CC(N2CCN(c3ccc(C(=O)c4ccc(F)cc4)cc3)CC2)C(=O)N1 (stereo not given)	83
Cc1ccc2nc3sc(C(=O)N4CCOCC4)c(N)c3cc2c1	113
CCOC(=O)c1c(C)nc2cc(C)ccn12	88
O=C(CN(Cc1ccccc1C(F)(F)F)C(=O)CNC(=O)c1ccco1)NC1CCCC1	98
COc1ccccc1N1CCN(c2nc3ccccc3nc2C(C#N)C(=O)OC(C)C)CC1 (stereo not given)	98
CC(=O)NC(C)C12CC3CC(CC(C(=O)O)(C3)C1)C2 (stereo not given)	113
CCOC(=O)c1sc(C)nc1C1CCN(C(=O)OCC)CC1	82
Cc1ccc(C)c(N2CCN(c3cc(C)nc4nnnn34)CC2)c1	85
Cc1cc(C)n(C(=O)C2CCCN2S(=O)(=O)c2ccc(Cl)cc2)n1 (stereo not given)	99
CCN1CCN(c2nc3c(c(=O)n(C)c(=O)n3C)n2Cc2cccc3ccccc23)CC1	88
CCC(=O)N(Cc1cc2cc(C)c(C)cc2[nH]c1=O)C1CCCCC1	95
Cc1ccc(C(c2sc3nc(C)nn3c2O)N2CCN(c3ccccc3F)CC2)cc1 (stereo not given)	93
O=C(NC1CCCCCC1)c1c(O)c2cccc3c2n(c1=O)CCC3	97
Cc1nn(-c2ccc(Cl)cc2)c2[nH]c(=O)c(CNCc3ccc4c(c3)OCO4)cc12	65
CCCSc1ccc2nc(NC(=O)OC)[nH]c2c1	90
Cc1ccc(S(=O)(=O)NC(=O)N2CCCC(C)(C)C2)cc1	87
CS(=O)(=O)c1ccc2nc(NC(=O)CN3CCN(Cc4ccccc4)CC3)sc2c1	93
O=C(CCCCC(=O)NCc1cccs1)NCc1cccs1	95
COc1ccccc1Nc1ncc(C(=O)N2CCC(C(N)=O)CC2)c2ccccc12	117
Cc1ccc(NC(=O)c2ccc(NS(=O)(=O)c3c(C)noc3C)cc2)cc1C	78
COCC(N)(c1ccccc1)c1nc2ccccc2n1C (stereo not given)	95
CCc1nc(NCC(C)C)c(C#N)c2c1COC(C)(C)C2	87
COc1cc(CN2CCC(C(=O)NC3CCCC3)CC2)cc(Br)c1O	90
O=C(CN1C(=O)c2cccc3cccc1c23)N1CCN(c2ccccc2)CC1	125
O=C1OCc2cc(NC(=O)C3CCCCC3)ccc21	97
COc1ccc(C(C(=O)NC2CCCC2)N(CCN(C)C)C(=O)c2snc(C(N)=O)c2N)cc1 (stereo not given)	99
C=CCSc1nnc(-c2ccncc2)n1-c1ccc(OCC)cc1	95
COc1ccccc1C(=O)NC(C)c1nc2ccccc2[nH]1 (stereo not given)	116
CCCCS(=O)(=O)NC1=NCN(CCO)CN1	75
O=C(CSc1nnc(Cc2cc(=O)[nH]c(=O)[nH]2)n1-c1ccccc1)N1CCCc2ccccc21	89
O=C(Nc1ccccc1C(=O)N1CCN(Cc2ccccc2)CC1)c1ccccn1	83
CC(C)[C@@H]1NC(=O)N(c2ccc(Oc3ccccc3)cc2)C1=O	97
Cc1ccccc1Cn1nc(C)c(NC(=O)c2cc3n(n2)C(C(F)F)CC(C(F)F)N3)c1C (stereo not given)	93
CCOC(=O)c1cc2sc(C)cc2n1C(C)C(=O)OCC (stereo not given)	85
O=C1C(=O)N(Cc2cccnc2)C(c2ccccn2)/C1=C(/O)c1ccc(F)cc1 (stereo not given)	105
O=C(CCc1nc(-c2ccccc2F)no1)NCc1ccco1	85
Cc1nc(NS(=O)(=O)c2ccccc2)sc1NC(=O)OCCN(C)C	94
O=C(NCN1CCN(c2ccccc2F)CC1)c1ccccc1	58
CCOC(=O)N1CCN(C(=O)Cn2nc(-c3ccc(Cl)cc3)ccc2=O)CC1	77
CCCCNC(=O)c1cc2c(=O)n3cccc(C)c3nc2n(CCN2CCOCC2)c1=N	88

Quoted from the listing.
SK-BR-3 tox 24h, `O=C(CCc1nc(-c2ccccc2F)no1)NCc1ccco1` = 85
SK-BR-3 tox 24h, `Cc1ccc(NC(=O)c2ccc(NS(=O)(=O)c3c(C)noc3C)cc2)cc1C` = 78
SK-BR-3 tox 24h, `O=C(CCCCC(=O)NCc1cccs1)NCc1cccs1` = 95
SK-BR-3 tox 24h, `Cc1cc(C)n(C(=O)C2CCCN2S(=O)(=O)c2ccc(Cl)cc2)n1` (stereo not given) = 99

New compounds follow:
SMILES	SK-BR-3 tox 24h
CCCOc1cccc(C(=O)Nc2cccnc2)c1	91
COc1ccc(N2C(=O)CC(N(Cc3ccc(S(N)(=O)=O)cc3)C(C)=O)C2=O)cc1 (stereo not given)	91
CN1CCN(C(=O)c2ccccc2-c2nc(-c3ccccc3)no2)CC1	55
Cc1ccc(S(=O)(=O)N(C)c2ccc(C(=O)N3CCC(C(N)=O)CC3)cc2)cc1	102
CCCCCCn1c(C(C)NC(=O)c2ccco2)nc2ccccc21 (stereo not given)	81
C=CCn1c(=N)n(CC(=O)O)c2ccccc21	135
COc1ccc(OC)c2[nH]c(=O)c(CCNC(=O)C3CCCCC3)cc12	83
c1ccc2c(c1)CCN(c1nc3cc4c(cc3s1)OCCO4)C2	68
CCn1c(SCC(=O)N2CCCC2)nc2c1c(=O)n(C)c(=O)n2C	111
CC1CCN(S(=O)(=O)c2cccc(-c3nnc(-c4cccnc4)o3)c2)CC1	120
Cc1ccc(SCCN2C(=O)NC(C)(C)C2=O)cc1	96
CC(NC(=O)C1CC=CCC1C(=O)O)C1CC2CCC1C2 (stereo not given)	86
CC(C)N(Cc1nc(-c2ccc(Cl)cc2)no1)C(=O)C12CC3CC(CC(C3)C1)C2	91
CCCN1C(=O)C(O)(CC(=O)c2ccc3c(c2)OCCO3)c2ccccc21 (stereo not given)	94
Cc1ccc(N2CC(C(=O)NC3CCSC3=O)CC2=O)cc1 (stereo not given)	127
CC(C)N(C=O)C1(C(=O)NC2CCCCC2)CCCCC1	65
CCN(CC)C(c1ccc(F)cc1)c1nnnn1C1CCCCC1 (stereo not given)	89
CCCC(NS(=O)(=O)c1ccc(Br)cc1)C(=O)O (stereo not given)	110
CCOC(=O)Cc1nn2c(=O)cc(C)nc2s1	93
CNc1nnc(-c2cccc(N(C)C)c2)s1	117
COc1cccc(/C=N/n2cnnc2)c1OCc1ccccc1	84
COc1cc(NC(=O)c2ccco2)c(OC)cc1NC(=O)CSc1ncc(-c2ccc(F)cc2)[nH]1	77
O=C(O)C1CCCCC1C(=O)NCc1ccc(F)cc1 (stereo not given)	98
O=C(CCN1CCOCC1)Nc1ccc2c(c1)N(C(=O)CN1CCOCC1)c1ccccc1CC2	111
COc1ccccc1C1/C(=C(/O)c2ccc(C)cc2)C(=O)C(=O)N1CCN1CCOCC1 (stereo not given)	71
O=C1CC(c2ccc(F)cc2)Cc2nc(NCc3ccco3)ncc21 (stereo not given)	85
CCOC(=O)c1c(CN2CCCCC2)n(C)c2ccc(OC)c(S(=O)(=O)c3ccccc3)c12	77
C=Cn1c(N2CCOCC2)nc2c1c(=O)[nH]c(=O)n2C	94
CCCN1CCN(c2nc3c([nH]2)c(=N)ncn3CC(O)CO)CC1 (stereo not given)	91
Clc1ccc(-c2nnc3sc(Cc4cccs4)nn23)cc1	99
C=CCn1c(COc2ccccc2)nnc1SCC(=O)C(C)(C)C	90
CCCCCC(=O)Nc1ccc2oc(-c3cncc(Br)c3)nc2c1	88
COc1ccc(C2CC(=O)c3sc(N)nc3C2)cc1 (stereo not given)	94
O=C(Nc1cnn(C23CC4CC(CC(C4)C2)C3)c1)c1cc(-c2ccccc2)on1	84
COCCNC(=O)C(c1ccc(F)cc1)N(CC1CCCO1)C(=O)CCC(=O)Nc1ccccn1 (stereo not given)	96
O=C(O)C1NCCc2ccccc21 (stereo not given)	91
O=C(NCc1cccs1)C1CCCN1S(=O)(=O)c1ccccc1F (stereo not given)	86
CN(C)/C=N/c1c(C#N)cnn1-c1ccc(C(F)(F)F)cn1	89
CCOC(=O)c1cc2c(c(CSc3nc4ccccc4c(=O)n3Cc3ccco3)c1)OCOC2	84
CCc1ccc(S(=O)(=O)NCCc2csc(-c3ccccc3)n2)s1	75
COc1ccccc1C(=O)Nc1ccc2oc(-c3ccc(F)cc3)nc2c1	91
COc1ccccc1C(=O)Nc1cccc(-c2cn3ccsc3n2)c1	77
COc1ccccc1OCc1nnc(SCCN2CCOCC2)o1	92
CC(C)Oc1cccc(C(=O)Nc2ccc(N3CCN(S(C)(=O)=O)CC3)cc2)c1	77
O=C(OC(C(=O)NCc1cccs1)c1ccc(F)cc1)c1ccco1 (stereo not given)	77
Nc1nonc1NC(=O)CSc1ncccc1C(=O)O	96
N#Cc1cc2sc3nc4ccccc4n3c2cc1C#N	94
Cc1cc(N2CCOCC2)nc2ccc(NC(=O)C3CCC(C)CC3)cc12 (stereo not given)	69
Cc1nnc(SCC(=O)Nc2ccc3c(c2)OCCO3)s1	103
Cc1ccc2cc(CCNC(=O)c3ccco3)c(=O)[nH]c2c1	83
COC(=O)c1sccc1NC(=O)c1c(C)noc1C	88
Cc1ccc(S(=O)(=O)C2(C(=O)Nc3ccc(F)cc3)CC2)cc1	93
Cc1c(C)c2c(C)nn(-c3ccccc3)c2[nH]c1=O	100
COc1ccc(OC)c(NC(=O)CCN2CCN(c3ccccc3F)CC2)c1	93
COc1ccc(CCNC(=O)CCSc2nc(-c3ccco3)cc(C(F)(F)F)n2)cc1	84
Cc1nc2cc(-c3ccccc3)ccc2o1	99
C=CCn1cnc2c(NCc3ccccc3)ncnc21	82
N=c1nc(-c2ccccc2)ccn1O	96
O=C(CCS(=O)(=O)c1cccc2nonc12)NCCc1ccccc1Cl	85
CCCCCCC(=O)N(O)C1CC(=O)N(c2ccccc2)C1=O (stereo not given)	86

Rewritten field by field: four of the compounds above
Cc1nc2cc(-c3ccccc3)ccc2o1
  SK-BR-3 tox 24h: 99

COC(=O)c1sccc1NC(=O)c1c(C)noc1C
  SK-BR-3 tox 24h: 88

Cc1ccc(S(=O)(=O)C2(C(=O)Nc3ccc(F)cc3)CC2)cc1
  SK-BR-3 tox 24h: 93

COc1ccccc1OCc1nnc(SCCN2CCOCC2)o1
  SK-BR-3 tox 24h: 92

The list continues.
SMILES	SK-BR-3 tox 24h
COC(=O)c1cccc(Oc2nc(N3CCOCC3)nc(N3CCOCC3)n2)c1	77
Cc1cc(C)n(C(=O)CN2C(=O)COc3ccccc32)n1	191
O=C(Nc1ccc(-c2cn3ccsc3n2)cc1)C1CCCC1	74
O=C(CSc1nnc(Cc2ccccc2)o1)NCc1ccco1	117
COc1ccc(C/C(O)=C(\C#N)c2nc3ccccc3[nH]2)cc1OC	126
Cn1c(CN2CCOCC2)nc2cc(NC(=O)c3ccccc3Cl)ccc21	98
CCn1nnnc1SCC(=O)NCc1ccco1	112
CCn1c(=O)c2cc(S(=O)(=O)NCc3ccccc3)ccc2n(CC)c1=O	82
CCOC(=O)c1cccc(NC(=O)CCNS(=O)(=O)c2ccc3c(c2)CCN3C(=O)CC)c1	72
COc1cc2c(cc1OC)C1=C(C#N)CCC(=O)N1CC2	97
CS(=O)(=O)N1CCC(C(=O)c2cccc(Cl)c2)CC1	102
COc1ccc(/C=N/n2cncn2)cc1COc1ccc(NC(C)=O)cc1	75
CCCn1nnnc1SCC(=O)N(C(C)C)C(C)C	91
O=C1c2ccccc2C(=O)N1Cc1nc2ccccc2c(=O)n1CCCn1ccnc1	89
CC(=O)NC(Cc1ccc(C(C)C)cc1)C(=O)NC1CCN(c2nc(C)cc(C)n2)CC1 (stereo not given)	82
CSC1=Nc2sc3c(c2C2=NCCN12)CCCC3	76
O=C(COc1ncnc2sccc12)N1CCN(S(=O)(=O)c2ccc(Cl)cc2)CC1	87
COCCN1C=C(C(=O)OC)C(c2ccc3c(c2)OCO3)C(C(=O)OC)=C1	105
O=C(C1=C(O)C(=O)N(CCN2CCOCC2)C1c1ccncc1)c1ccco1 (stereo not given)	73
COCc1ccc2oc(C(=O)O)cc2c1	103
O=c1c2ccccc2nnn1CSc1nnc(-c2ccco2)o1	84
Cc1coc2c(C)c3oc(=O)c4c(c3cc12)CCCC4	89
Cn1nnc(-c2ccc(OCc3ccccc3F)cc2)n1	92
Cc1cc(NC(=O)NC2(C(F)(F)F)Oc3ccc(Cl)cc3O2)no1 (stereo not given)	88
CCn1nnnc1SCC(=O)Nc1nc(-c2cccs2)cs1	78
CCOC(=O)N1CCN(C(=O)CN2C(=O)COc3ccc(C)cc32)CC1	98
COc1ccc(CN2CCN(C(=O)c3ccco3)CC2)cc1	86
Cc1onc(-c2c(Cl)cccc2Cl)c1C(=O)Nn1cnnc1	117
Brc1cnc(N2CCCC2)nc1N1CCOCC1	81
COc1cccc(N2CCN(C3CC(=O)N(c4ccc(C)c(Cl)c4)C3=O)CC2)c1 (stereo not given)	137
O=C1N(c2ccc(Cl)c(Cl)c2)CN(Cc2ccccc2)CN1n1cnnc1	101
Cc1ccc(C2CC(=O)Nc3sc(C(N)=O)c(N)c32)cc1 (stereo not given)	93
CCCc1cc(-n2ccnc2)n2c(nc3ccccc32)c1C#N	81
COc1ccc(C(=O)CSc2nnc(-c3cnccn3)n2Cc2ccco2)cc1	83
Cc1cc(NC(=O)CCN2CCC(C(N)=O)CC2)ccc1Br	82
O=C(OC(C(=O)NCc1cccs1)c1ccccc1Cl)c1ccco1 (stereo not given)	81
Cc1cc(C)c2cc(C#N)c(NCCCNC(=O)CCC(=O)O)nc2c1	92
CCN1c2ccccc2NC2C1C(C(C)=O)C(=O)N2c1ccc(Cl)cc1 (stereo not given)	67
CCc1cc2c(CN3CCN(CCO)CC3)cc(=O)oc2cc1O	99
Cc1ccc(SC/C(O)=C(\C#N)c2nc3ccccc3n2C)cc1	107

Reformatted: 10 of the compounds above.
Compound | SK-BR-3 tox 24h
COc1ccc(CN2CCN(C(=O)c3ccco3)CC2)cc1 | 86
Cc1onc(-c2c(Cl)cccc2Cl)c1C(=O)Nn1cnnc1 | 117
Brc1cnc(N2CCCC2)nc1N1CCOCC1 | 81
COc1cccc(N2CCN(C3CC(=O)N(c4ccc(C)c(Cl)c4)C3=O)CC2)c1 (stereo not given) | 137
O=C1N(c2ccc(Cl)c(Cl)c2)CN(Cc2ccccc2)CN1n1cnnc1 | 101
Cc1ccc(C2CC(=O)Nc3sc(C(N)=O)c(N)c32)cc1 (stereo not given) | 93
CCCc1cc(-n2ccnc2)n2c(nc3ccccc32)c1C#N | 81
COc1ccc(C(=O)CSc2nnc(-c3cnccn3)n2Cc2ccco2)cc1 | 83
Cc1cc(NC(=O)CCN2CCC(C(N)=O)CC2)ccc1Br | 82
O=C(OC(C(=O)NCc1cccs1)c1ccccc1Cl)c1ccco1 (stereo not given) | 81

The list is partial. The share of hits here may be higher or lower than overall.
